H9c2 TAG inh: reduces triacylglycerol accumulation in H9c2 cells; actives 0.66% (n = 230,000); Nile Red lipid (TAG) fluorescence; cells loaded with 200 µM oleic acid; inhibition, % at 12.5 µM;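 active means pattern-corrected inhibition of lipid staining of at least 50% with the nuclear-stain viability signal not falling by more than 50%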;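 further: 0% = DMSO wells and 100% = triacsin C control wells; some results filed as inactive read as strong as hits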
H9c2 TAG inh DAPI viability: also measured in H9c2 TAG inh; calls as there; DAPI nuclei signal change (viability), lower = more cytotoxic, %;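 whole-well DAPI fluorescence read on a plate reader as a viability signal; minus 50 percent equals half of cells still viable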
Starred values were filed as active, the others as inactive. Not all compounds are listed. The share of hits here may be higher or lower than overall.

SMILES	H9c2 TAG inh	H9c2 TAG inh DAPI viability
COc1ccc(NC(=O)CN(C)C(=O)c2ccc(S(=O)(=O)Nc3ccccc3C)cc2)cc1	-10	-3
O=C(NCCC(=O)N1CCN(c2ccc(F)cc2)CC1)c1ccco1	-4	5
CCCCCNC(=O)C(=O)C1C(=O)Nc2ccccc21 (configuration not stated)	6	3
O=C(c1ccc(-c2ccccc2)cc1)N1CCN(c2ccccn2)CC1	3	2
COc1ccc(NC(C)C(=O)Nc2ccc(C#N)cc2)cc1Cl (configuration not stated)	-2	6
CCNC(=O)C1(C)CCN(Cc2ccc(C(=O)OCC)o2)C1 (configuration not stated)	-3	6
CC1CCN(C(=S)NC(=O)c2ccccc2Br)CC1	-2	4
Cn1cc(S(=O)(=O)N2CCOCC2)cc1C(=O)O	3	10
O=C(O)CCCSc1nccn1-c1ccccc1	15	-11
CC1CC1C(=O)Nc1nc(-c2ccc(Cl)s2)cs1 (configuration not stated)	13	0
COCCN(C(=O)c1ccc(C)o1)c1c(N)n(CC(C)C)c(=O)[nH]c1=O	0	5
O=C(Nc1nnc(SCc2c(Cl)cccc2Cl)s1)c1cccc([N+](=O)[O-])c1	18	5
COCCSc1ccccc1C(=O)NCCc1ccccc1	-12	13
Cc1nc2ccccc2c(C)c1CC(=O)OC(C)C(=O)NC1(C#N)CCCCC1 (configuration not stated)	-8	-6
O=C(CSC(=S)N1CCOCC1)Nc1nc(-c2ccccc2)c(-c2ccccc2)o1	23	7
NC(=O)c1cc([N+](=O)[O-])ccc1NCc1ccc(N)cc1	-11	-1
Cc1ccc(N2CC(C(=O)NC3CCC(C)CC3)CC2=O)cc1 (configuration not stated)	-14	1
CN(C)Cc1csc(Nc2ccc(C(=O)c3ccccc3)cc2)n1	14	2
CCOC(=O)CC1=NN(c2ccccc2)C(=O)C1=c1sc(=C2SC(C)=C(C)N2CC)c(=O)n1CC	-3	-2
Cc1cccc(C)c1NC(=O)CSc1nnc([C@@H]2CCCN2C(=O)OC(C)(C)C)o1	-6	4
CC1(C)CC(=NO)CC(C)(C)N1	-6	5
C=CCNC(=O)c1onc(CSc2ccc(C)c(C)c2)c1C(=O)O	-14	9
CCCCOC(=O)C1=C(C)NC2=C(C(=O)CCC2)C1c1cc(OC)ccc1OC (configuration not stated)	-6	5
CC(=O)c1ccc(Nc2nc(C(N)CC(C)C)cs2)cc1 (configuration not stated)	47	-15
Cc1ccc(S(=O)(=O)N2CCN(C(=O)CN3C(=O)c4ccc([N+](=O)[O-])cc4C3=O)CC2)c(C)c1	15	4

Another view of seven compounds above:
Screens in order – H9c2 TAG inh, H9c2 TAG inh DAPI viability
COCCN(C(=O)c1ccc(C)o1)c1c(N)n(CC(C)C)c(=O)[nH]c1=O
  0, 5
O=C(Nc1nnc(SCc2c(Cl)cccc2Cl)s1)c1cccc([N+](=O)[O-])c1
  18, 5
COCCSc1ccccc1C(=O)NCCc1ccccc1
  -12, 13
Cc1nc2ccccc2c(C)c1CC(=O)OC(C)C(=O)NC1(C#N)CCCCC1 (configuration not stated)
  -8, -6
O=C(CSC(=S)N1CCOCC1)Nc1nc(-c2ccccc2)c(-c2ccccc2)o1
  23, 7
NC(=O)c1cc([N+](=O)[O-])ccc1NCc1ccc(N)cc1
  -11, -1
Cc1ccc(N2CC(C(=O)NC3CCC(C)CC3)CC2=O)cc1 (configuration not stated)
  -14, 1

(continued)
SMILES	H9c2 TAG inh	H9c2 TAG inh DAPI viability
O=C(O)c1ccccc1C(=O)NC1CCCCNC1=O (configuration not stated)	5	-3
CCc1nnc(NC(=O)COC(=O)CN2C(=O)c3ccccc3C2=O)s1	-11	17
CCN=C1NN=C(c2c[nH]c3ccccc23)CS1	2	-4
Cc1cc(O)c(C(C)C)cc1N=C1CSC(=O)N1	-20	-4
CC(=O)c1cnc(SCCN2C(=O)c3ccccc3C2=O)nc1C	6	-23
CC(C)(C)c1ccc(C(=O)NCC(=O)NCC(C)(C)N2CCOCC2)cc1	9	-2
N#CCCN1CCN(C(=S)c2ccc(-c3cc(Cl)ccc3Cl)o2)CC1	-9	-4
CC(Sc1nnc(-c2cccs2)n1C1CC1)C(=O)NCC1CCCO1 (configuration not stated)	7	-4
O=C(CN(CCc1ccccc1)C(=O)CNS(=O)(=O)c1ccc(F)cc1)NCc1ccco1	-1	5
O=C(NCC1CCCO1)c1ccc(NC(=O)C2CCCCC2C(=O)O)cc1 (configuration not stated)	-18	0
CC1CCN(CC(O)COC2CCC(C(C)(C)C)CC2)CC1 (configuration not stated)	27	-8
NC(N)=Nc1ccc(C=C2C=Cc3ccccc32)cc1	60*	-24*
FC(F)(F)c1cnc(Oc2ccccc2-c2nnc(-c3ccc(Cl)cc3)o2)c(Cl)c1	-7	1
Cc1ccc(NC(=O)CSCC(=O)N(CCC(C)C)c2c(N)n(Cc3ccccc3)c(=O)[nH]c2=O)cc1	8	2
COc1cc(CNC(C)(C)C)ccc1OCC(=O)NC(C)(C)C	-7	10
CCCn1c(=O)c2c(c3ccccc31)OCC(=O)N2	18	-12
CC(C)c1cccc(C(C)C)c1NC(=O)CCl	0	-1
COc1ccc(N2CCN(C(=O)CCNS(=O)(=O)c3ccc4c(c3)CCC(=O)N4)CC2)cc1	-21	10
COc1ccc(CCNC(=O)COc2cc(=O)n(C)c3ccccc23)cc1OC	7	3
CCc1nc2ccc(C(=O)N3CCN(C(=O)c4ccco4)CC3)cn2c1N(CC)CCOC	3	-2
NS(=O)(=O)c1cc(C(=O)OCC(=O)c2ccccc2)c(Cl)cc1Cl	-15	10
O=C(NC1=NCCS1)c1cccc(N2C(=O)c3ccccc3C2=O)c1	4	-13
COc1ccc(C(C)N2CC34C=CC(O3)C(C(=O)O)C4C2=O)cc1 (configuration not stated)	7	-15
Cc1cc(C)c(C#N)c(SCC(=O)Nc2ccc3c(c2)OCO3)n1	-26	3
O=S(=O)(NCc1ccccn1)c1cc(OCC(F)(F)F)ccc1OCC(F)(F)F	0	7

Part of the list above in another layout.
| SMILES | H9c2 TAG inh | H9c2 TAG inh DAPI viability |
| --- | --- | --- |
| COc1ccc(C(C)N2CC34C=CC(O3)C(C(=O)O)C4C2=O)cc1 (configuration not stated) | 7 | -15 |
| O=C(NCC1CCCO1)c1ccc(NC(=O)C2CCCCC2C(=O)O)cc1 (configuration not stated) | -18 | 0 |
| CCCn1c(=O)c2c(c3ccccc31)OCC(=O)N2 | 18 | -12 |
| CC(C)c1cccc(C(C)C)c1NC(=O)CCl | 0 | -1 |

By substructure: those above containing a nitro group on carbon.
SMILES	H9c2 TAG inh	H9c2 TAG inh DAPI viability
O=C(Nc1nnc(SCc2c(Cl)cccc2Cl)s1)c1cccc([N+](=O)[O-])c1	18	5
NC(=O)c1cc([N+](=O)[O-])ccc1NCc1ccc(N)cc1	-11	-1
Cc1ccc(S(=O)(=O)N2CCN(C(=O)CN3C(=O)c4ccc([N+](=O)[O-])cc4C3=O)CC2)c(C)c1	15	4

New compounds follow.
SMILES	H9c2 TAG inh	H9c2 TAG inh DAPI viability
N=c1c2c3c(sc2ncn1N)CCCC3	3	-1
O=C(NNC(=O)C1CCN(S(=O)(=O)c2ccccc2)CC1)c1ccccc1O	-6	-13
O=C(Nc1cccc(Cl)c1)c1ccc(Cn2cc(Cl)cn2)cc1	3	6
Cc1cc(=O)oc(C)c1C(=O)N1CCN(Cc2ccc3c(c2)OCO3)CC1	-11	6
O=C(Nc1ccccc1Cl)c1ccc(COc2ccc3c(c2)CCC3)cc1	-5	7
Clc1ncn(C23CC4CC(CC(C4)C2)C3)n1	5	-14
COc1cccc(CNC(=O)N[C@@H](CC(C)C)C(=O)O)c1	4	0
COCCNCc1cc(C)n(-c2cc(S(=O)(=O)N3CCOCC3)ccc2N2CCCC2)c1C	3	-2
CCn1nc(C)cc1C(=O)OCC(=O)c1ccc(Cl)cc1	-32	-2
COc1ccc(CCC(C)NCc2cccc(Br)c2)cc1 (configuration not stated)	5	-4
O=C(Nc1cccc(C(F)(F)F)c1)c1csc(COCCO)n1	7	-2
CCOC(=O)Cn1nc(NC(=O)COc2ccc(F)cc2)cc1C	-6	-2
COc1ccc(C2CC(c3cccs3)=NN2C(=O)COC(=O)C2CCCCC2)cc1OC (configuration not stated)	6	4
C/C(=N\NC(=O)c1cccc(C)c1O)c1ccc(NC(=O)Cc2ccccc2)cc1	-6	-5
O=C(Cc1ccccc1F)Nc1cc(S(=O)(=O)N2CCCCC2)ccc1N1CCOCC1	-10	-1
COCCCNC(=O)[C@H](CSCc1ccccc1)N1Cc2ccccc2C1=O	-26	10
COC(=O)c1cc(OC)c(OC)cc1N=CC1=C(O)CC(C)(C)CC1=O	-1	1
O=C(N/N=C/C=C\c1ccccc1[N+](=O)[O-])c1ccncc1	-4	-8
O=C(Nc1ccccn1)c1ccc(-c2ccccc2)cc1	3	0
CCc1ccc(NC(=S)N2CCCCCCC2)cc1	-21	5
O=C(COC(=O)C1=COCCO1)Nc1cccc(Oc2ccccc2)c1	3	-8
Cn1cccc1C(=O)NC(=O)COC(=O)c1cc(Cl)ccc1[N+](=O)[O-]	-4	-2
Cc1cc(C)c(S(=O)(=O)NCc2cn3c(C)csc3n2)cc1C	7	-16
Cc1cc(C)c2oc(C(=O)Nc3ccc(S(=O)(=O)Nc4nccs4)cc3)cc(=O)c2c1	8	6
O/N=C1\CCCc2nnc3c(c21)CCCC3	9	-3

3 compounds drawn at random from the list so far, as already listed:
SMILES	H9c2 TAG inh	H9c2 TAG inh DAPI viability
Clc1ncn(C23CC4CC(CC(C4)C2)C3)n1	5	-14
O=C(Nc1ccccn1)c1ccc(-c2ccccc2)cc1	3	0
COc1cccc(CNC(=O)N[C@@H](CC(C)C)C(=O)O)c1	4	0

The list continues:
SMILES	H9c2 TAG inh	H9c2 TAG inh DAPI viability
CC(OC(=O)/C=C/c1cccc(Cl)c1)C(=O)NC1CCCCC1C (configuration not stated)	0	6
CC1(C(=O)NS(=O)(=O)c2cccc(F)c2)CCN1C(=O)C1CCCCC1 (configuration not stated)	6	-3
CNc1snc(C)c1C(=O)OCC(=O)Nc1ccc(C)cc1F	-15	6
Cc1c(C(=O)O)cccc1-n1c(C)cc(/C=N/Nc2ccc([N+](=O)[O-])cn2)c1C	9	2
COc1cccc(C(=O)NCCN2C(=O)S/C(=C/c3cccs3)C2=O)c1OC	-5	2
O=C(NC(Cc1ccc2c(c1)OCO2)C(=O)NC(Cc1ccccc1)C(=O)O)c1ccccc1 (configuration not stated)	15	-7
Cc1cccc(C(=O)NCc2ccco2)c1	-1	1
CC(C)(C)c1ccc(SCCc2cccnc2)cc1	12	-10
Cc1ccc2cc(CCNS(=O)(=O)c3ccc(F)cc3)c(=O)[nH]c2c1C	-5	10
Nc1c(C(=O)N/N=C/c2cccnc2)oc2nc(-c3ccccc3)cc(-c3ccco3)c12	-17	37
COc1ccccc1N1CC(C)(C)C(=O)N(C(=O)c2ccc(C)cc2)C1=S	5	-4
C=CCn1c(C)nnc1SCC(=O)c1[nH]c(C)c(C(C)=O)c1C	10	-4
C[C@H](CO)N1C[C@H](C)[C@@H](CN(C)C(=O)Nc2ccc3c(c2)OCO3)Oc2c(NS(=O)(=O)c3ccc(F)cc3)cccc2C1=O	11	-3
Cc1cccc(NC(=O)/C(C#N)=C\c2ccc(C(=O)O)cc2)c1	-8	11
COc1ccc(-c2c(C)nn3c(N4CCN(Cc5ccccc5)CC4)cc(C)nc23)cc1OC	6	0
COc1ccc(S(=O)(=O)N[C@H](C(=O)N2CC[C@@]3(O)CCCC[C@H]3C2)c2ccccc2)cc1	-2	27
Cn1c(SCC(=O)NC2CC2)nnc1-c1ccccc1	-12	6
Fc1ccc(NCc2nnc(SCc3nnc(-c4ccccc4)o3)n2Cc2ccccc2)cc1	3	4
Cc1cc(C)c(S(=O)(=O)c2ccccc2)c(OC(=O)c2cc(F)c(F)cc2Cl)n1	-23	12
CSCCC(NC(=O)c1ccccc1Cl)C(=O)N1CC(C)OC(C)C1 (configuration not stated)	-1	-7
O=C(c1ccc(F)cc1)N1CCC(C(=O)N2CCN(c3ncccn3)CC2)CC1	-4	3

Bioassay records (PubChem)
